IMPase Li cell – IMPase inhibition in cells with lithium potentiation; CHO-M1 cells, IP1 TR-FRET (IP-One), carbachol + lithium; Potency, µM (doses to about 59.4 µM), without a hit: at the top dose activity, negative = IMPase inhibition, usual class: inhibitors; 210,000 tested, 0.35% active;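 note: IP1 builds up when IMPase is blocked and the TR-FRET signal falls; plate controls were basal vehicle for no effect and high inhibitor control for full effect; nearly all actives have a fitted effect of over 50% in size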
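Test compounds were applied to CHO-M1 cells previously cultured for 16–30 h at 2000 per well. A small lithium amount accompanied them; after 30 min at 37C, IP1 was quantified by TR-FRET.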
GAA inh – blocks human lysosomal alpha-glucosidase; P10253; purified human GAA, 4-MU-alpha-glucoside fluorescence; Potency, µM (highest dose often 76.9 µM), without a hit: at the highest dose activity change, negative = inhibition, actives largely listed as inhibitors; 200,000 tested, 0.005% active;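 note: plate controls were uninhibited enzyme wells for no effect and no-enzyme background for full effect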
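Activity normalized between no-enzyme (basal) and enzyme-only wells. Conditions: 4 nM human enzyme, 400 uM fluorogenic substrate, citrate/phosphate pH 5.0 with Tween-20, 20 min room temperature, compounds up to 77 uM.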
HTT ATP protect – protects HTT-Q103 PC12 cells, measured by ATP; PC12 HTT-Q103 induced, cytoprotection, ATP luminescence, 40 h; Potency, µM (top dose mostly 56.4 µM), inactives show cytoprotection (ATP increase), hits mostly activators; 230,000 tested, 0.14% active; AID 1471;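 note: % of control where 0% means no effect; nearly all actives have a fitted effect of over 45% in size; toxic huntingtin expression switched on by the ecdysone agonist tebufenozide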
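PC12 cells stably carrying ecdysone-inducible Htt exon 1 (Q103)–GFP were induced with 100 nM tebufenozide (final) alongside library compounds in a dose series. Cytoprotection was scored as retained ATP by ATPlite luminescence.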
RGS12 GoLoco inh – RGS12 GoLoco-Gai1 interaction inhibition. 230,000 tested, 0.44% active. P63096. AID 880. Potency, µM (highest dose often 61.6 µM), without a hit: at the top dose activity, negative = inhibition, usual class: inhibitors. Gai1:RGS12 GoLoco peptide FP, rhodamine, 10 min; active = well fitted inhibition curve with a large enough effect, not every such curve was filed as active; inactive = no such curve, though single readings can be large or run the other way; note: % is set by controls: 0 for no effect and ±100 for the full control effect; nearly all actives have a fitted effect of over 30% in size; many of its hits are not listed in these tables
Target sequence (P63096 whole entry, looked up): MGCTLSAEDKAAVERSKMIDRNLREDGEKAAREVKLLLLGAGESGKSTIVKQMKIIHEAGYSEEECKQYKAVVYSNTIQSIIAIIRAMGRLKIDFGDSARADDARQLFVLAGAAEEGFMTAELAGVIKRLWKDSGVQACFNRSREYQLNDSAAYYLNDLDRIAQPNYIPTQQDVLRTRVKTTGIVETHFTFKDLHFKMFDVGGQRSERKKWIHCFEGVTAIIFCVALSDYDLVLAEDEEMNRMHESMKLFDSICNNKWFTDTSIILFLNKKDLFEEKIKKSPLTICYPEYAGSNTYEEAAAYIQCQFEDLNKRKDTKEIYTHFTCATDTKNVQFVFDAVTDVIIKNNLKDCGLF
HttQ103 aggreg – mutant huntingtin aggregation inhibition; PC12 HttQ103-GFP aggregates, Acumen cytometry, 40 h; Potency, µM (doses to about 46.1 µM), for inactives: at the top dose activity change, negative = inhibition, usual class: inhibitors; 220,000 tested, 1.1% active; note: % is set by controls: 0 for no effect and ±100 for the full control effect; nearly all actives have a fitted effect of over 60% in size
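Read-out: GFP aggregate count by laser scanning cytometer (488 nm excitation, 500-530 nm emission, 1–25 µm objects >6 SD above background). Cells: PC12, inducible HTTex1-Q103-GFP, 100 nM tebufenozide; compounds titrated.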
GAA glycogen – GAA glycogen-cleavage inhibition or activation | P10253 | recombinant GAA, glycogen substrate, Amplex Red glucose oxidase fluorescence | Potency, µM (highest dose often 76.4 µM), without a hit: at the highest dose activity change, negative = inhibition, usual class: inhibitors | 300,000 tested, 0.38% active | AID 2100;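 note: 0% = full enzyme reaction and -100% = no-enzyme basal signal; the screen sought inhibitors and activators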
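Recombinant human alpha-glucosidase (4 nM final) hydrolysed bovine liver glycogen (30 ug) for 40 min at 37 C in pH 5.0 citrate/phosphate with 0.01% Tween-20. Released glucose detected by glucose oxidase/Amplex Red, Ex 573/Em 610 nm. Compounds up to 77 uM; AC50 from Hill fits.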
aGlu spleen mod – lysosomal alpha-glucosidase (human) modulation | human spleen homogenate, 4-MU-alpha-glucoside fluorescence | Potency, µM (series often up to 79.9 µM), without a hit: top-dose activity change, negative = inhibition, usual class: inhibitors | 240,000 tested, 0.006% active;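 note: 0% = enzyme with vehicle and -100% = no enzyme basal signal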
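AC50 values come from Hill-equation fits of concentration-response data, normalized to no-enzyme and full-activity controls. Enzyme source: 1 ug human spleen homogenate; 1 mM fluorogenic 4-MU glucoside, pH 5.0 citrate buffer, 37 C, 40 min.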
Numbers without * were called inactive; [ ] = another dose, or the depositor's remark. Unless noted, calls come from the whole dose curve; as a rule, active = well fitted curve in the direction sought with a large enough effect; inconclusive = small, poorly fitted or top-dose-only effect, or another doubt; inactive = no such curve, though single readings can be large; an effect the other way counts as inactive or inconclusive. Potency is the fitted concentration of half-maximal effect. Only part of the results is shown; count on the stated rates, not on these rows.

Screening O=c1[nH]cnc2c1oc1ccccc12 returned IMPase Li cell -22%[38.3 µM], GAA inh 4%, HTT ATP protect -4%, RGS12 GoLoco inh 3%, HttQ103 aggreg -18%, GAA glycogen 4% and aGlu spleen mod -22%.
Screening COc1ccc2[nH]c(=O)c(CN(Cc3cccs3)C(=S)Nc3ccccc3)cc2c1 returned IMPase Li cell 5%, GAA inh 0%, HTT ATP protect -30%[10 µM], RGS12 GoLoco inh 3%, HttQ103 aggreg inconclusive, GAA glycogen 5% and aGlu spleen mod 1%.
Cc1cc(C)n(-c2ccc(C(=O)Nc3ccc(S(=O)(=O)N(C)C)cc3)cc2)n1 was read as IMPase Li cell -3%, GAA inh -9%, RGS12 GoLoco inh 6%, HttQ103 aggreg 3%, GAA glycogen -9% and aGlu spleen mod -2%.
Screening O=C(Nc1cccc(Cl)c1)NC1CC2CCC(C1)N2Cc1cccs1 (stereo not drawn) returned IMPase Li cell 14%, GAA inh 10%, HTT ATP protect 12%[10 µM], RGS12 GoLoco inh 12%, HttQ103 aggreg 8%[9.22 µM], GAA glycogen 1% and aGlu spleen mod 7%.
`O=C(Nc1ccccc1OC(F)F)C1CCCN1C(=O)c1cccs1` (stereo not drawn) gave IMPase Li cell -5%, GAA inh 8%, RGS12 GoLoco inh 8%, HttQ103 aggreg 34%, GAA glycogen 3% and aGlu spleen mod -5%.
Screening O=C(CNC(=O)c1cccc(F)c1)N/N=C/c1cc(Br)ccc1OCc1ccccc1 returned IMPase Li cell 9%, GAA inh 4%, RGS12 GoLoco inh 7%, HttQ103 aggreg -8%, GAA glycogen 0% and aGlu spleen mod 9%.
Screening CCn1c(C)c(C2=CCN(S(=O)(=O)c3ccccc3)CC2)c2ccccc21 returned IMPase Li cell 8%, GAA inh -9%, HTT ATP protect 21%[10 µM], RGS12 GoLoco inh 73%[activator], HttQ103 aggreg 5%, GAA glycogen 0% and aGlu spleen mod 1%.
`C=CCNC(=O)c1ccc(Cl)cc1Cl` gave IMPase Li cell 13%[38.3 µM], GAA inh 0%, HTT ATP protect -4%, RGS12 GoLoco inh 0%, HttQ103 aggreg -4%, GAA glycogen -3% and aGlu spleen mod -11%.
CC(C)CC(NC(=O)c1ccccc1)C(=O)OCC(=O)Nc1ccc(Br)cn1 (stereo not drawn) was read as IMPase Li cell 6%, GAA inh -8%, HTT ATP protect -7%[10 µM], RGS12 GoLoco inh -11%, HttQ103 aggreg -10%, GAA glycogen 1% and aGlu spleen mod -1%.
`O=C(CSc1nnc(-c2ccc(O)cc2)n1Cc1ccccc1)NNC(=O)c1ccc(Br)cc1` gave IMPase Li cell -4%, GAA inh -1%, HTT ATP protect 6%[10 µM], RGS12 GoLoco inh 6%, HttQ103 aggreg 19%, GAA glycogen -13% and aGlu spleen mod 2%.
For Cn1c(SCC(=O)N2CCCCC2)nc2cccnc21 the results were IMPase Li cell 4%[38.3 µM], GAA inh -5%, HTT ATP protect -2%, RGS12 GoLoco inh -1%, HttQ103 aggreg 2%, GAA glycogen -3% and aGlu spleen mod 8%.
For O=C(c1cccc([N+](=O)[O-])c1)n1nc(-c2ccccc2)nc1NCc1ccccc1 the results were GAA inh 9%, HttQ103 aggreg inconclusive, GAA glycogen -4% and aGlu spleen mod -6%.
`CC(Sc1cccc[n+]1[O-])C(=O)Nc1cccc([N+](=O)[O-])c1` (stereo not drawn) gave IMPase Li cell 3%, GAA inh 5%, HTT ATP protect -23%, RGS12 GoLoco inh 2%, HttQ103 aggreg 8%, GAA glycogen 1% and aGlu spleen mod 5%.
Screening Cc1nc(C(=O)NC(C)C)nn1-c1cc(Cl)cc(Cl)c1 returned IMPase Li cell 3%, GAA inh 2%, HTT ATP protect -35%, RGS12 GoLoco inh 2%, HttQ103 aggreg 22%, GAA glycogen -17% and aGlu spleen mod 4%.
For CS(=O)(=O)N(Cc1ccc(Cl)cc1)c1ccc(C(=O)NCCSCc2ccco2)cc1 the results were IMPase Li cell 26%[38.3 µM], GAA inh -3%, HTT ATP protect -16%, RGS12 GoLoco inh 14%, HttQ103 aggreg 19%, GAA glycogen -2% and aGlu spleen mod 3%.
`CCCCCCCCNC(=O)/C(C#N)=C/c1ccccc1[N+](=O)[O-]` gave IMPase Li cell 20%, GAA inh 6%, HTT ATP protect -24%[10 µM], RGS12 GoLoco inh 4%, HttQ103 aggreg -17%, GAA glycogen -27% and aGlu spleen mod -11%.
`COc1ccccc1C(=O)NNC(=O)c1ccccc1F` gave IMPase Li cell -3%, GAA inh -2%, HTT ATP protect -10%[10 µM], RGS12 GoLoco inh 0%, HttQ103 aggreg -5%, GAA glycogen -4% and aGlu spleen mod 2%.
CC(=O)N1CC=CC1(C)C(=O)NCC1CC1 (stereo not drawn) was read as IMPase Li cell -4%, HTT ATP protect 4%, RGS12 GoLoco inh -2% and aGlu spleen mod -2%.
COc1cc(/C=N/NC(=O)CN2CCOCC2)ccc1OCc1ccccc1 was read as IMPase Li cell 14%, GAA inh 0%, HTT ATP protect 9%[10 µM], RGS12 GoLoco inh 16%, HttQ103 aggreg 7%, GAA glycogen 2% and aGlu spleen mod -8%.
CCN1CCN(c2nc(Nc3cc(OC)ccc3OC)nc(Nc3cc(OC)ccc3OC)n2)CC1 was read as HTT ATP protect -7%[10 µM], RGS12 GoLoco inh 0%, HttQ103 aggreg -1%[9.22 µM], GAA glycogen 2% and aGlu spleen mod -1%.
COc1ccc(CN(C)CC(=O)Nc2ccccc2C(F)(F)F)c(OC)c1 was read as IMPase Li cell 2%, GAA inh -11%, HTT ATP protect 24%[0.074 µM], RGS12 GoLoco inh -5%, HttQ103 aggreg -12%, GAA glycogen 3% and aGlu spleen mod -3%.
For COCCN(Cc1cc2cc(C)ccc2nc1Cl)C(=O)Nc1ccccc1C the results were IMPase Li cell -1%[38.3 µM], GAA inh 5%, HTT ATP protect -14%, RGS12 GoLoco inh -2%, HttQ103 aggreg -5%, GAA glycogen -2% and aGlu spleen mod -6%.
O=S(=O)(Nc1ccc(N=Nc2ccc(O)c3ccccc23)cc1)c1ccccc1 was read as IMPase Li cell 20%, GAA inh 2%, HTT ATP protect -7%[10 µM], RGS12 GoLoco inh 114%[activator], HttQ103 aggreg -16%, GAA glycogen inconclusive and aGlu spleen mod -1%.
COc1ccc(-c2n[nH]c(=S)n2/N=C/C=C\c2ccccc2OC)cc1 was read as IMPase Li cell 0%, GAA inh -7%, HTT ATP protect -31%[10 µM], RGS12 GoLoco inh 8%, HttQ103 aggreg 21%, GAA glycogen -9% and aGlu spleen mod 2%.
For CC(C)Cc1nc(N2CCN(C(=O)c3ccco3)CC2)c(C#N)c2c1CCC2 the results were IMPase Li cell 13%[38.3 µM], GAA inh inconclusive, HTT ATP protect -32%, RGS12 GoLoco inh 60%[activator], HttQ103 aggreg inconclusive, GAA glycogen -12% and aGlu spleen mod 6%.
For O=C(Nc1nccc(-c2cccs2)n1)c1ccccc1Cl the results were IMPase Li cell -1%[38.3 µM], GAA inh 5%, HTT ATP protect 2%, RGS12 GoLoco inh -1%, HttQ103 aggreg 16%, GAA glycogen 6% and aGlu spleen mod -2%.
For CCOC(=O)CSc1n[nH]c(NC(=O)NC(C)C)n1 the results were IMPase Li cell -7%, HTT ATP protect 2%[10 µM], RGS12 GoLoco inh 6%, HttQ103 aggreg -16%[9.22 µM], GAA glycogen 14% and aGlu spleen mod -3%.
Screening CC(=O)N1CCN(c2ccc(NC(=S)NC(=O)c3ccc(C)c([N+](=O)[O-])c3)cc2)CC1 returned HTT ATP protect 19%[10 µM], RGS12 GoLoco inh 11%, HttQ103 aggreg inconclusive, GAA glycogen -21% and aGlu spleen mod 0%.
For CCOC(=O)c1c(NC(=O)c2c(C(=O)O)cccc2[N+](=O)[O-])sc(C)c1C the results were IMPase Li cell -2%, GAA inh 10%, HTT ATP protect 1%[10 µM], RGS12 GoLoco inh 10%, HttQ103 aggreg 10%[9.22 µM], GAA glycogen 5% and aGlu spleen mod 3%.
`O=C(O)C1=C(OCc2ccc(F)c(F)c2)C(=O)NCC1` gave IMPase Li cell -1%, GAA inh 14%, HTT ATP protect 2%[10 µM], RGS12 GoLoco inh 4%, HttQ103 aggreg 8%, GAA glycogen -21% and aGlu spleen mod 7%.
Screening COc1cc(SC#N)ccc1N=Cc1c(C)[nH]n(-c2cccc3ccccc23)c1=O returned IMPase Li cell 16%[38.3 µM], GAA inh -15%, RGS12 GoLoco inh -19%, HttQ103 aggreg 16%, GAA glycogen -3% and aGlu spleen mod 0%.
Screening O=C(/C=C/c1c(Cl)cccc1Cl)Nc1ccncc1 returned IMPase Li cell -1%[38.3 µM], GAA inh -3%, HTT ATP protect -33%, RGS12 GoLoco inh 11%, HttQ103 aggreg -2%, GAA glycogen -4% and aGlu spleen mod 4%.
Screening COc1cc(C2C(C#N)=C(SC)NC3=C2C(=O)CCC3)ccc1O (stereo not drawn) returned HTT ATP protect -10%[10 µM], RGS12 GoLoco inh 0%, HttQ103 aggreg -5%[9.22 µM], GAA glycogen inconclusive and aGlu spleen mod 1%.
`CCc1nc(SCC(=O)c2cccs2)c2oc3ccccc3c2n1` gave IMPase Li cell 13%[38.3 µM], GAA inh 6%, HTT ATP protect -15%, RGS12 GoLoco inh 13%, HttQ103 aggreg 5%, GAA glycogen -14% and aGlu spleen mod -1%.
Screening Cc1cccn2c(=O)c(C=O)c(N3CCC4(CC3)OCCO4)nc12 returned GAA inh -6%, HTT ATP protect -5%[10 µM], RGS12 GoLoco inh 11%, HttQ103 aggreg 12%[9.22 µM], GAA glycogen 1% and aGlu spleen mod -12%.
Screening N/C(CC(=O)Nc1cccc(C(F)(F)F)c1)=N/O returned IMPase Li cell -8%[38.3 µM], GAA inh 3%, HTT ATP protect -8%, RGS12 GoLoco inh 3%, HttQ103 aggreg 5%, GAA glycogen 2% and aGlu spleen mod -4%.

Copied from the entries so far (3 entries):
COc1ccc(CN(C)CC(=O)Nc2ccccc2C(F)(F)F)c(OC)c1 was read as IMPase Li cell 2%, GAA inh -11%, HTT ATP protect 24%[0.074 µM], RGS12 GoLoco inh -5%, HttQ103 aggreg -12%, GAA glycogen 3% and aGlu spleen mod -3%.
For COCCN(Cc1cc2cc(C)ccc2nc1Cl)C(=O)Nc1ccccc1C the results were IMPase Li cell -1%[38.3 µM], GAA inh 5%, HTT ATP protect -14%, RGS12 GoLoco inh -2%, HttQ103 aggreg -5%, GAA glycogen -2% and aGlu spleen mod -6%.
O=S(=O)(Nc1ccc(N=Nc2ccc(O)c3ccccc23)cc1)c1ccccc1 was read as IMPase Li cell 20%, GAA inh 2%, HTT ATP protect -7%[10 µM], RGS12 GoLoco inh 114%[activator], HttQ103 aggreg -16%, GAA glycogen inconclusive and aGlu spleen mod -1%.
